High-throughput results: PubChem, PCMD
Yeast tox = Compounds toxic to wild-type S. cerevisiae growth; A595 turbidity, 16 h; growth inhibition, % at 25 µM (by protocol); 30,000 compounds, 0.3% hits;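 active = mutant and wild-type yeast strains alike exhibit over 30% growth inhibition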;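 note: 0% = untreated cell controls and 100% = YPD media blanks without cells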
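Incubation: 16 h growth with compound, 30 °C; Material: S. cerevisiae wild-type or eIF2Bepsilon-R284H mutant strain; Signal: turbidity measured as absorbance at 595 nm; Medium: YPD yeast growth medium; Measure: growth inhibition (%) versus cell controls and blanks; Doses: 25 µM single dose.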
eIF2B yeast act = modulators of yeast eIF2B activity. S. cerevisiae eIF2B-epsilon R284H, GCN4-lacZ luminescence. inhibition, % at 25 µM (by protocol). 27,000 compounds, 0.91% hits. AID 688;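 active = mutant luminescence inhibited past about 50% while wild type luminescence and mutant growth stay under set limits, limit read from the data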; note: some compounds called inactive have numbers as strong as hits
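material = yeast eIF2B-epsilon R284H mutant carrying GCN4–beta-galactosidase fusion | schedule = 16 h growth with compound at 30 °C, 90 min Beta-Glo step | measured by = luminescence and A595 | compound dosing = one concentration, 25 µM, 0.25% DMSO | read-out basis = % inhibition of reporter signal and growth versus controls | buffer or medium = YPD medium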
Yeast tox inhibition % = second read-out of Yeast tox, no call of its own (marks repeat the call); growth inhibition, %; S. cerevisiae eIF2Bepsilon-R284H mutant growth, A595 turbidity, 16 h;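 each compound tested once at 25 µM; 0% equals untreated cells and 100% equals cell-free medium blanks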
eIF2B yeast act mutant toxicity = also measured in eIF2B yeast act; calls as there; growth inhibition, %; measured here: mutant yeast growth, toxicity;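 each compound tested once at 25 µM; zero equals untreated control growth and 100 equals blank medium absorbance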
Starred values were filed as active, the others as inactive; · = no result given. This is a subset; the hit share may differ from the screen's.

SMILES | Yeast tox | Yeast tox inhibition % | eIF2B yeast act | eIF2B yeast act mutant toxicity
CC(C)CCNC(=O)c1ccc2nc[nH]c2c1 | 30 | 19 | · | ·
Cc1ccc(CC2(O)CC(C)N(C)CC2C)c(C)c1 (stereo not drawn) | 10 | -4 | · | ·
CN(C)S(=O)(=O)c1ccc(NC(=O)Cn2c(-c3ccccc3)noc2=O)cc1 | 14 | 15 | 30 | 15
c1ccc(CCc2ccccc2-c2nc(-c3ccccn3)no2)cc1 | 3 | 2 | 19 | 2
Cc1cccc(OCC(=O)Nc2ccc3c(c2)OCCO3)c1 | 9 | 9 | 42 | 9
COc1ccc(NC(=O)/C(Cl)=C(/Cl)S(=O)(=O)Cc2ccccc2)cn1 | -11 | 16 | 19 | 16
Cc1ccc(C(=O)NCc2ccco2)cc1S(=O)(=O)N1CCCCC1 | 2 | 15 | · | ·
CC1=C(C(=O)Nc2ccccc2)C(c2cccs2)n2nnnc2N1 (stereo not drawn) | 2 | -2 | 0 | -2
O=c1c(C(c2ccccc2)c2c(O)sc3ccccc3c2=O)c(O)sc2ccccc12 | -13 | 8 | 8 | 8
COc1ccc(-c2nnc(NC(=O)c3cc(C)on3)s2)cc1 | 28 | 9 | 3 | 9
Cc1ccc(-n2c(-c3ccccc3)cc(=O)nc2C)cc1 | 23 | 5 | 16 | 5
CN(C)/C=N/c1c(C#N)nnn1Cc1ccccc1 | -4 | -30 | 31 | -30
CC(C)(C)N1CC2([N+](=O)[O-])CN(C(C)(C)C)CC([N+](=O)[O-])(C1)C2 | -11 | -12 | 36 | -12
O=C(NCCN1CCOCC1)c1cn(CCc2ccccc2)nn1 | 14 | 15 | 23 | 15
COc1ccc(N2C(=O)CCC(C(=O)NCc3ccccn3)C2c2ccc(F)cc2)cc1 (stereo not drawn) | 24 | 20 | · | ·
COc1cccc(-c2nn(C)c3sc(C(=O)NCc4ccc(C)o4)cc23)c1 | -7 | 7 | 3 | 7
O=C1CN=C(Nc2cccc(C(F)(F)F)c2)N1C1CCCC1 | -8 | -8 | 1 | -8
CCCC(=O)NC(C)C(c1cccs1)N1CCN(C)CC1 (stereo not drawn) | -3 | 3 | 13 | 3
O=C(NC1CCCCC1)N(CCO)Cc1cc2cc3c(cc2[nH]c1=O)OCCO3 | 7 | 24 | 13 | 24
COc1cc(NC(=O)CS(=O)(=O)c2ccc(C)cc2)cc(OC)c1OC | 0 | 4 | · | ·
Cc1ccc(Cn2c(SCC(=O)Nc3cccc(C)n3)nc3c2c(=O)n(C)c(=O)n3C)cc1 | 5 | -3 | 3 | -3
CCN(CCCNC(=O)CNC(=O)Cn1cnc2ccccc2c1=O)c1ccccc1 | 1 | 0 | 4 | ·
CCOC(=O)c1ccc(N2C(=O)CC(N3CCC(C(N)=O)(N4CCCCC4)CC3)C2=O)cc1 (stereo not drawn) | 1 | 7 | 23 | 7
Cc1ccc(S(=O)(=O)N2C(=O)CCC2C(=O)N2CCN(C)CC2)cc1 (stereo not drawn) | 13 | 3 | 8 | 3
COc1ccc2nc(NCCCO)[nH]c2c1 | · | · | -20 | ·
Cc1nnc(-c2ccccc2)c[n+]1[O-] | -10 | -6 | 20 | -6
Cc1cc(C)n2nc(C(=O)Nc3ccc(S(=O)(=O)N4CCCCC4)cc3)nc2n1 | 4 | 10 | 15 | 10
O=C(Nc1c(Cl)cccc1Cl)C1CCC1 | 1 | 10 | -18 | 10
CC(C)(C)NS(=O)(=O)c1ccc2nc(NC(=O)Cc3cccs3)sc2c1 | · | · | -6 | ·
COc1ccc(C(=O)N2CCC(C(=O)Nc3ccc4c(c3)OCCO4)CC2)cc1 | 14 | 22 | 12 | 22
O=C(Cn1cccc1)N1CCN(C(c2ccccc2)c2ccccc2)CC1 | 8 | 0 | 1 | ·
CC(C)OCCCN1C(=O)c2ccccc2C1C(=O)NC1CCCCC1 (stereo not drawn) | -10 | 0 | -2 | ·
Cc1cccc(Nc2nc(N3CCCCC3)nc(N3CCCCC3)n2)c1 | -5 | -7 | 28 | -7
CCSc1nc2nc(C)cc(C)n2n1 | 2 | 3 | -9 | 3
CC1CCN(C(=S)c2ccc3c(c2)OCO3)CC1 | 1 | 12 | · | ·
COCCNc1ncnc2c1cnn2-c1ccc(Cl)cc1 | 13 | 16 | -7 | 16
CC12CCC(C(=O)NCCCn3ccnc3)(OC1=O)C2(C)C (stereo not drawn) | -13 | -19 | 26 | -19
COc1cc(C(=O)Nc2sc3c(c2C(=O)NCc2ccco2)CCCC3)cc(OC)c1OC | -7 | -17 | 6 | -17
CCC(C)(C)n1nnnc1C(C(C)C)N(CCN1CCOCC1)Cc1cc2cccc(C)c2[nH]c1=O (stereo not drawn) | 4 | 18 | · | ·
COc1nc(NCCN2CCOCC2)nc(Nc2ccc([N+](=O)[O-])cc2)n1 | 14 | 9 | 11 | 9

Part of the list above, with values under each structure.
Screens in order: Yeast tox, Yeast tox inhibition %, eIF2B yeast act, eIF2B yeast act mutant toxicity
CC12CCC(C(=O)NCCCn3ccnc3)(OC1=O)C2(C)C (stereo not drawn)
 : -13, -19, 26, -19
COc1cc(C(=O)Nc2sc3c(c2C(=O)NCc2ccco2)CCCC3)cc(OC)c1OC
 : -7, -17, 6, -17

The listing continues.
SMILES | Yeast tox | Yeast tox inhibition % | eIF2B yeast act | eIF2B yeast act mutant toxicity
Cc1nc(SCC(=O)N2CCc3ccccc32)n[nH]1 | 3 | 5 | · | ·
COc1cc(OC)c(OC)cc1CN1CCCC(C(=O)N2CCCCC2)C1 (stereo not drawn) | -2 | 7 | 5 | 7
COc1ccccc1NC(=O)CC(=O)CSc1nnc(-c2ccc(C)cc2)n1C | 6 | -10 | -5 | -10
Cc1cc(NS(=O)(=O)c2ccc(NC(=O)NC(C)(C(F)(F)F)C(F)(F)F)cc2)no1 | 5 | 18 | · | ·
CCOc1ccc(C=O)cc1CN1CCCCC1 | 17 | 11 | · | ·
CC(C)CNc1nc2c(c(=O)n(C)c(=O)n2C)n1Cc1cccc(Br)c1 | · | · | -35 | ·
CC1(C)CC(=O)C=C(Nc2ccc(S(N)(=O)=O)cc2)C1 | 33 | 15 | · | ·
O=S(=O)(Nc1ccc(N2CCCCC2)cc1)c1cccc2cccnc12 | -1 | 4 | 0 | 4
O=C1CC(c2ccccc2)n2nc(NS(=O)(=O)c3ccccc3)nc2N1 (stereo not drawn) | 20 | 14 | 15 | 14
COC(=O)CCSc1nccn1Cc1ccccc1 | -9 | -4 | 8 | -4
O=C(O)CCCC(=O)NCCCCc1ccccc1 | 30 | -14 | 20 | -14
CC(=O)NCC(=O)N(c1ccccc1)C1(C(=O)NC2CCCCC2)CCCCC1 | 22 | 15 | 18 | 15
CCOC(=O)CNC(=O)c1cnn2cccnc12 | 4 | -10 | 28 | -10
CC(NC(=O)C1CCCN(C(=O)N(C)C)C1)c1ccccc1 (stereo not drawn) | 17 | 16 | 11 | 16
CN(C)c1nc(OCC(=O)NC(C)(C)C)nc(N(C)C)n1 | -1 | 6 | -8 | 6
CCCCNC(=O)C1c2cc(OC)c(OC)cc2C(=O)N(C)C1c1ccc(OC)cc1 (stereo not drawn) | 8 | -5 | 20 | -5
COc1ccc(NC(=O)CSc2nnc(-c3ccccn3)n2N)cc1 | -5 | -4 | 14 | -4
CCOc1cc(-c2cc(-c3ccccc3)nc(N)c2C#N)ccc1O | 21 | 5 | 7 | 5
C[C@H](N)c1nnc(SCC(=O)c2ccc(Cl)cc2)o1 | 7 | -7 | 2 | -7
COc1ccc(CCC(=O)Nc2ccc(-c3noc(-c4ccc(OC)c(OC)c4)n3)cc2)cc1 | · | · | -27 | ·
O=C(Cn1nnc(-c2cccc(C(F)(F)F)c2)n1)N1CCCCCC1 | -4 | 14 | 1 | 14
Cc1ccc(C(=O)Cn2cnc3ccccc3c2=O)cc1 | 8 | -10 | · | ·
C=C(C)Cn1c(C(C)NC(=O)CCC)nc2ccccc21 (stereo not drawn) | 11 | -29 | 17 | -29
COC(=O)CN(c1nc(C)cc(OC)n1)S(=O)(=O)c1ccc(C)cc1 | -5 | 3 | 23 | 3
Nc1cc(=O)[nH]c(SCc2nc3ccccc3n2Cc2ccccc2)n1 | 7 | -5 | 19 | -5
CC1Cc2ccccc2N1Cc1nc2scc(-c3cccs3)c2c(=O)[nH]1 (stereo not drawn) | -4 | -20 | 31 | -20
Cc1cccc(Nc2nnc(-c3ccc(C(=O)N4C[C@H]5C[C@H](C4)c4cccc(=O)n4C5)cc3)c3ccccc23)c1 | 9 | 16 | · | ·
Cc1nc(N)nc(OCC(F)(F)C(F)F)c1Br | -28 | -11 | 14 | -11
Cc1cc(N)n2ncc(-c3ccc(Cl)cc3)c2n1 | 27 | -7 | 20 | -7
CCC(C)(C)n1nnnc1C(c1cc2cc(C)ccc2[nH]c1=O)N1CCCc2ccccc21 (stereo not drawn) | 3 | 11 | 16 | 11
CCCc1ccc(-c2csc(NC(=O)Cc3cccs3)n2)cc1 | 19 | 9 | 27 | 9
Cc1c(Cl)cccc1Nc1nc(N)nc(CN2CCc3ccccc3C2)n1 | 24 | 21 | 17 | 21
COc1ccc(C(=O)Nc2c(F)c(F)c(F)c(F)c2F)c(OC)c1 | 21 | 21 | 21 | 21
CCCn1nnnc1SCC(=O)NCc1ccc2c(c1)OCO2 | 10 | -10 | · | ·
Cc1ccc(CNC(=O)C2CCN(S(=O)(=O)N3CCOCC3)CC2)cc1 | 1 | 8 | -17 | 8
Cc1nc(-c2ccc(C(=O)O)cc2)cs1 | 18 | -4 | 64 | -4
O=c1cc(-c2ccco2)nc(-c2cccs2)o1 | -8 | -5 | 31 | -5
Cc1cc(C)cc(NC(=O)CN(Cc2ccccc2)S(C)(=O)=O)c1 | -12 | 9 | 27 | 9
CSc1cccc(NC(=O)CN(Cc2ccc(Cl)cc2)S(C)(=O)=O)c1 | 15 | 10 | 18 | 10
Cc1no[n+]([O-])c1COc1ccccc1/C=C1\NC(=S)NC1=O | 5 | 13 | · | ·

Some of these compounds in order of number of heavy atoms, smallest number first:
SMILES | Yeast tox | Yeast tox inhibition % | eIF2B yeast act | eIF2B yeast act mutant toxicity
O=c1cc(-c2ccco2)nc(-c2cccs2)o1 | -8 | -5 | 31 | -5
C=C(C)Cn1c(C(C)NC(=O)CCC)nc2ccccc21 (stereo not drawn) | 11 | -29 | 17 | -29
Cc1no[n+]([O-])c1COc1ccccc1/C=C1\NC(=S)NC1=O | 5 | 13 | · | ·
CSc1cccc(NC(=O)CN(Cc2ccc(Cl)cc2)S(C)(=O)=O)c1 | 15 | 10 | 18 | 10
Nc1cc(=O)[nH]c(SCc2nc3ccccc3n2Cc2ccccc2)n1 | 7 | -5 | 19 | -5
Cc1c(Cl)cccc1Nc1nc(N)nc(CN2CCc3ccccc3C2)n1 | 24 | 21 | 17 | 21
Cc1cccc(Nc2nnc(-c3ccc(C(=O)N4C[C@H]5C[C@H](C4)c4cccc(=O)n4C5)cc3)c3ccccc23)c1 | 9 | 16 | · | ·

Next section:
SMILES | Yeast tox | Yeast tox inhibition % | eIF2B yeast act | eIF2B yeast act mutant toxicity
CCCCn1nc(-c2ccccc2)c2nc3ccccc3nc21 | 0 | -10 | 1 | -10
Cc1cc(C)n(C(=O)c2ccc(S(=O)(=O)N3CCCC3)cc2)n1 | 13 | 0 | -42 | ·
Cc1csc(C(C#N)C(=O)c2cc3ccccc3o2)n1 (stereo not drawn) | 16 | 19 | · | ·
O=C(NCCCN1CCOCC1)c1ccccc1-c1ccccc1 | -20 | -4 | 11 | -4
O=C(O)c1ccc(F)c(S(=O)(=O)Nc2ccccc2Cl)c1 | 14 | -10 | -3 | -10
O=C(Nc1nnc(C2CC2)s1)c1cc(S(=O)(=O)N2CCN(c3ccccc3)CC2)ccc1Cl | -1 | -35 | 25 | -35
CC(C)NC(=O)c1c2c(nc3ccccc13)CCCC2 | · | · | 5 | ·
CC(CN1CCOCC1)OC(=O)c1ccc2c(c1)OCCO2 (stereo not drawn) | · | · | -31 | ·
CCOC(=O)C1CCN(C(=O)COc2ccc(Cl)cc2C)CC1 | 16 | 3 | 15 | 3
Cc1ccc(S(=O)(=O)c2cc3c(=O)n4cccc(C)c4nc3n(CC3CCCO3)c2=N)cc1 (stereo not drawn) | -20 | -31 | 12 | -31
COC(=O)C1=CN(C2CC2)C=C(C(=O)OC)C1c1ccc(C(=O)OC)cc1 | -8 | 3 | 25 | 3
COc1ccc(NC(=O)C2CCCO2)cc1 (stereo not drawn) | -5 | -4 | -8 | -4
CCc1nc2ccccc2c(NC(=O)CN2CCC(C)CC2)c1C | 10 | 7 | 5 | 7
CCC(C)(C)n1nnnc1C(c1ccc(C)cc1)N(Cc1ccco1)Cc1cccs1 (stereo not drawn) | 5 | 9 | 3 | 9
OC1(c2ccc3ccccc3c2)CCN(Cc2ccccc2)C1 (stereo not drawn) | 16 | 11 | · | ·
Cc1ccc(NC(=O)C2CCN(S(=O)(=O)c3cccs3)CC2)cc1C | 18 | 9 | · | ·
